# OXTR ag: human OXTR agonism | CHO-OTR cells, Fluo-8 calcium fluorescence; normalized: DMSO 0%, oxytocin 100% | activation, % at 3 µM | 320,000 compounds, 0.32% hits | AID 2435;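 active means activation above the mean of all tested compounds plus 3 SD, cutoff set per screening run, cut at about 20% in these data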;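 further: peak over basal fluorescence ratio from a 100 s FLIPR kinetic read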
# Target sequence (P30559 whole entry, looked up): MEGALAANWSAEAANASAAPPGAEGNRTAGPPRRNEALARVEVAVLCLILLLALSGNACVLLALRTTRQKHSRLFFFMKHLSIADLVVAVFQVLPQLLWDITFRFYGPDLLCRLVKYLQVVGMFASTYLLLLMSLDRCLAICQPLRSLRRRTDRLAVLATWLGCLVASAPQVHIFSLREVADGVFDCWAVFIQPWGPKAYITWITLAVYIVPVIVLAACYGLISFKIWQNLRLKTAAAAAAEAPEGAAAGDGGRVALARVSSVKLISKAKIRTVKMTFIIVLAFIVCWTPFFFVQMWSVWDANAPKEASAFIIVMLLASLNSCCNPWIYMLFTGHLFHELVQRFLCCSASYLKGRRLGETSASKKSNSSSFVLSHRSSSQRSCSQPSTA
# GalR3 antagonist: human GalR3 antagonism; HEK293 GalR3-CNG cAMP membrane potential fluorescence; galR3 body fused to GalR1 C-terminus; inhibition, % at 3 µM; O60755; 360,000 compounds, 0.44% hits;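 active means inhibition above the screen-wide average plus 3 SD, cut at about 13% in these data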;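 further: forskolin and galanin both at EC90 stimulate the cells; cAMP rise reported by CNG channel membrane potential dye signal; 0% = forskolin plus galanin with DMSO and 100% = forskolin alone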
# Target sequence (O60755 1-299 limits assumed): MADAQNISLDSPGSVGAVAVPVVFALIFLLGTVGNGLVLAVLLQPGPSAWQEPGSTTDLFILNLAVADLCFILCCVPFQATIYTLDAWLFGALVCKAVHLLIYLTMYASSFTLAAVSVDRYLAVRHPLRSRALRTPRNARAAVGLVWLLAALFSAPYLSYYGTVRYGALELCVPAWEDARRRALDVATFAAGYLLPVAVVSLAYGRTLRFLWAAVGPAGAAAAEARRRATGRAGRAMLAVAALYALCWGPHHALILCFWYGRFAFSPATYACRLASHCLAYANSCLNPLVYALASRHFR
# V1R ag counter: activates human V1a receptor in oxytocin agonist counter-screen; 320,000 compounds, 0.25% hits; activation, % at 3 µM; AID 2797; CHO-V1R cells, Fluo-8 calcium fluorescence, agonist mode; 0% DMSO, 100% 3 nM vasopressin; P37288;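 active means activation above the mean activation of all tested compounds plus 3 SD, per screening run, cut at about 20% in these data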;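 further: signal is peak over basal fluorescence ratio across a 100 second FLIPR read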
# Target sequence (P37288 whole entry, looked up): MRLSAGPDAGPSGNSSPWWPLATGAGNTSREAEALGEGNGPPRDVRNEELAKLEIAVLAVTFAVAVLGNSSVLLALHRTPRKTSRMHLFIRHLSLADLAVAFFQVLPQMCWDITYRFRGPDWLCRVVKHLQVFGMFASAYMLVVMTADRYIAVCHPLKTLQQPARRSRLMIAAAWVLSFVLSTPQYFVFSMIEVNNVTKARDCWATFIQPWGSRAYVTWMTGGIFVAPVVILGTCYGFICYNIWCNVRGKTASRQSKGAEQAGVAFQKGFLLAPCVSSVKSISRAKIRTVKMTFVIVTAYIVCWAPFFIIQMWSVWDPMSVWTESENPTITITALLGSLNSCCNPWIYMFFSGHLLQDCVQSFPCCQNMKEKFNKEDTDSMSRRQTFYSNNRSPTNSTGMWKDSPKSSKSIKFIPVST
# The depositor's hits bear a star.
SMILES,OXTR ag,GalR3 antagonist,V1R ag counter
Cc1ccc(NC(=O)CSc2nc3ccccc3c(=O)[nH]2)cc1[N+](=O)[O-],6.5,2.8,7.2
CC(C(=O)N1CCc2ccccc21)N(C)CC(=O)Nc1cccc(F)c1 (centres undefined),-0.6,-5.5,1.8
CCCN(CC(=O)Nc1ccccc1C)C(=O)/C=C/c1ccc(S(=O)(=O)N2CCCCCC2)cc1,-2.4,-4.1,0.4
COc1ccc(N2CCN(C(CNC(=O)C(=O)NC3CCCC3)c3ccco3)CC2)cc1 (centres undefined),1.0,0.0,-0.1
CCOc1ccc(S(=O)(=O)/N=C(/Nc2ccc(C(C)=O)cc2)c2ccccc2)cc1,0.2,-4.2,0.9
COc1ccc(-c2cc(C(=O)NCCCN3CCCC3=O)c3ccccc3n2)cc1OC,-0.4,-6.0,1.3
CN(C(=O)COC(=O)c1c2c(nc3ccccc13)CCCC2)c1c(N)n(Cc2ccccc2)c(=O)[nH]c1=O,0.7,5.6,0.8
COC(=O)c1ccc(COC(=O)C2CCN(S(=O)(=O)c3ccccc3C(=O)OC)CC2)cc1,7.0,-3.3,4.7
CCC(C)c1ccc(NC(=O)C2CC3CCC2C3)cc1 (centres undefined),-2.3,-6.7,-1.6
Cc1ccc(S(=O)(=O)N2CCN(C(=O)CCC(=O)Nc3ccc(F)cc3F)CC2)cc1,0.1,-6.6,-0.6
CC(C)N1C(=O)C(=O)N(CC(=O)N2CCc3ccccc32)C1=O,-0.9,-5.7,-0.1
Cn1nc(C(=O)OCC(=O)c2ccccc2)c2ccccc2c1=O,0.5,-1.2,1.1
CC1CC(C)CN(S(=O)(=O)c2cc3c4c(c2)CCC(=O)N4CCC3)C1 (centres undefined),-0.6,1.6,-1.3
Oc1cc(NCCN2CCOCC2)cc2cccnc12,1.6,2.6,1.3
O=C(NCCC1CCCCN1S(=O)(=O)c1ccc(F)cc1)C(=O)NCC1CCCO1 (centres undefined),-1.1,-4.2,-0.5
Cc1noc(C)c1COc1ccccc1C(=O)N1CCN(c2cccc(Cl)c2)CC1,2.2,-6.4,3.5
Cn1c(=O)c2nc(-c3ccccc3)c(-c3ccccc3)nc2n(C)c1=O,-2.0,0.0,-1.4
O=C(CSc1nnc(CN2CCCC2)n1-c1ccccc1)c1ccc2c(c1)OCO2,-0.8,-5.5,-0.4
O=C1c2ccccc2S(=O)(=O)c2cc(N3CCN(c4ccccn4)CC3)ccc21,0.1,-4.7,0.1
Cc1ccc(S(=O)(=O)N2CCOC23CCN(S(=O)(=O)c2cccs2)CC3)cc1,3.7,-1.1,3.1
CCOc1ccc(N2CC(C(=O)N3CCN(c4ccccn4)CC3)CC2=O)cc1 (centres undefined),-0.2,-4.7,0.1
CCOC(=O)C1=CC[C@H]2c3c(c4ccccc4n3C)C(=O)C1N2S(=O)(=O)c1ccc(C)cc1,-1.6,-3.6,-0.2
O=C(Nc1ccc(Cl)c(S(=O)(=O)N2CCOCC2)c1)c1cc(=O)[nH]c2ccccc12,0.1,-0.1,0.2
CC(=O)Nc1ccc(S(=O)(=O)NCC(=O)Nc2ccc3c(c2)OCO3)cc1,0.8,-2.4,-0.9
CCC(NS(=O)(=O)c1cccs1)c1ccc(C)cc1 (centres undefined),-2.0,-1.7,-1.3
CC(NC(=O)c1cccs1)c1ccccc1 (centres undefined),-0.7,1.3,-0.1
Brc1cccc(C=Nc2cccc3ncccc23)c1,0.7,2.6,0.0
Cc1ccc(S(=O)(=O)CCC(=O)Nc2cccc(S(=O)(=O)N3CCCCCC3)c2)cc1,2.9,-2.5,5.4
COc1ccc(S(=O)(=O)NCC(c2ccc3c(c2)OCO3)N2CCOCC2)cc1C (centres undefined),-1.0,-3.4,0.3
COc1cccc(NC(=O)CN(C)C(=O)CC2Sc3ccccc3NC2=O)c1 (centres undefined),1.4,-3.4,1.9
Nc1cc(=O)[nH]c(SCC(=O)N2CCC(Cc3ccccc3)CC2)n1,-0.1,0.3,0.2
COc1cccc(NC(=O)COC(=O)C2CC2)c1,0.4,-3.7,-0.7
O=C(COC(=O)c1cccc(O)c1)Nc1ccc(N2CCOCC2)cc1,1.3,0.5,0.4
COc1cc(OC)cc(-c2oc(=O)c3cc(OC)c(OC)cc3c2/C=C/c2ccc(F)cc2)c1,1.2,-5.8,0.1
O=C(COC(=O)c1ccc2c(c1)OCCO2)NCCc1ccccc1,-0.8,-4.2,-0.9
CC1(C)CC(NC(=S)NC(=O)c2cc(Br)ccc2Cl)CC(C)(C)N1,2.2,-3.4,1.1
Cc1ccc(S(=O)(=O)N(C)C)cc1NC(=O)COC(=O)C1CC(=O)N(c2ccc3c(c2)OCCO3)C1 (centres undefined),0.9,2.6,-0.3
CCOC(=O)c1ccc(S(=O)(=O)NC2CCC(C)CC2)cc1 (centres undefined),4.5,-5.1,3.2
CCOC(=O)C1=C(COC(=O)/C=C/c2ccccc2F)NC(=O)NC1C (centres undefined),-0.1,-1.2,1.2
Cc1cccc([N+](=O)[O-])c1NC(=O)COC(=O)c1nc2nccc(C)n2n1,1.4,-3.8,1.1
CC(NC(=O)C1CCCN(C(=O)c2ccc(Cl)cc2)C1)c1cccc(C(F)(F)F)c1 (centres undefined),-2.4,-4.8,-0.4
COc1cccc(NC(=O)COC(=O)c2sccc2C)c1,-1.0,-6.9,1.2
CCN(CC(=O)NCc1cccs1)C(=O)CCCOc1ccccc1,-0.3,-0.5,-0.2
O=C(c1cccc(NS(=O)(=O)c2ccccc2)c1)N1CCCCC1,1.4,2.1,0.5
Cc1cc(C(=O)CCC(=O)NCC(=O)Nc2c(C)cccc2C)c(C)s1,2.3,-4.2,1.2
Cc1cc(C)c(NC(=O)CN(C)CC(=O)Nc2cccc(S(=O)(=O)N(C)c3ccccc3)c2)c(C)c1,1.3,-2.9,6.1
COc1ccc(CN2[C@@H](CC(=O)O)c3ccccc3S2(=O)=O)cc1,-0.9,4.3,-0.3
O=S(=O)(NCc1nnc2ccccn12)c1ccc(Cl)cc1,0.5,-0.5,0.1
O=C(CC1C[C@H](C(=O)N2CCOCC2)[C@@]2(CCC3CCCC3)c3[nH]c4ccccc4c3CCN2C1=O)NCCC1=CCCCC1 (some centres undefined),-0.1,-4.8,-0.3
CN(Cc1ccccc1)C(=O)c1ccc(NC(=O)Cc2ccc([N+](=O)[O-])cc2)cc1,17.6,-6.2,8.4

# Next section, starting with the last 3 of the part before.
SMILES,OXTR ag,GalR3 antagonist,V1R ag counter
O=S(=O)(NCc1nnc2ccccn12)c1ccc(Cl)cc1,0.5,-0.5,0.1
O=C(CC1C[C@H](C(=O)N2CCOCC2)[C@@]2(CCC3CCCC3)c3[nH]c4ccccc4c3CCN2C1=O)NCCC1=CCCCC1 (some centres undefined),-0.1,-4.8,-0.3
CN(Cc1ccccc1)C(=O)c1ccc(NC(=O)Cc2ccc([N+](=O)[O-])cc2)cc1,17.6,-6.2,8.4
O=[N+]([O-])c1cccc(-c2c(-c3ccccc3)ncc3cc(F)ccc23)c1,-1.6,-5.4,0.0
CC1CCCN(S(=O)(=O)c2cccc(C(=O)OCC(=O)N(C)Cc3c(F)cccc3Cl)c2)C1 (centres undefined),1.2,-3.5,1.5
COc1ccccc1C(=O)NCCC(=O)N1CCN(c2ccccc2O)CC1,-0.6,-3.0,-1.4
COc1ccccc1CN1CCN(S(=O)(=O)c2ccc(C)cc2)CC1,-2.8,-5.7,-0.2
CS(=O)(=O)c1ccc([C@@H](O)[C@@H](CO)NC(=O)C(Cl)Cl)cc1,-0.9,0.3,1.0
C[C@H](CO)N1C[C@H](C)[C@@H](CN(C)C(=O)Nc2ccccc2)Oc2ccc(NC(=O)C3CC3)cc2C1=O,-0.2,-2.5,1.3
Cc1cc(C)c(C)c(S(=O)(=O)N2CCC(C(=O)NNC(=O)c3ccccc3O)CC2)c1C,0.8,-1.4,0.3
c1ccc(COc2ccc3nocc3c2)cc1,2.4,-4.7,1.2
CC(=O)c1sc(NC(=O)C2CCN(C(=O)c3ccc(F)cc3)CC2)nc1-c1ccccc1,-0.4,-5.2,0.3
N#CC1(NC(=O)COC(=O)c2ccc(Cl)nc2)CCCCC1,0.1,-4.4,-0.2
Cc1ccc(-n2ccnc2SCC(=O)c2c(N)n(C3CC3)c(=O)[nH]c2=O)cc1C,0.0,3.2,0.3
COc1ccccc1C(=O)CN1C(=O)NC2(CCCCCC2)C1=O,0.1,-3.3,0.8
Cc1ccc(C)c(NC(=O)CN(C)C(=O)c2oc3c(Cl)cccc3c2C)c1,-1.8,-5.5,0.5
COc1ccc(S(=O)(=O)N2CCOCC2)cc1NC(=O)c1sccc1C,-1.8,0.3,0.6
COC(=O)[C@]1(C)N[C@H](CN(C)S(=O)(=O)c2ccc(C)cc2)[C@@H]2C(=O)N(C)C(=O)[C@@H]21,0.5,-6.2,1.5
CCCCCCCC1c2c(c(C)c(C)oc2=O)Oc2c(C)c(C)oc(=O)c21,-0.5,-5.8,-0.7
O=C(COc1ccc(Br)cc1)Nc1nnc(C2CC2)s1,-0.4,3.4,-0.3
COc1ccc(NS(=O)(=O)c2ccc(C(=O)N(C)Cc3ccc(C)o3)cc2)cc1,27.0*,-5.6,26.8*
Cc1ccc(N2C(=O)N(CC(=O)Nc3cccc(Cl)c3)C(=O)C2C)cc1 (centres undefined),0.5,-4.4,0.5
Cc1ccnn1-c1ccc(C(=O)NCC(c2ccco2)N2CCCC2)cc1 (centres undefined),0.3,-5.3,-0.2
Cc1ccc(C)c(NC(=O)c2ccc(OCc3c(C)noc3C)cc2)c1,-0.1,-3.1,0.1
O=C(CCNC(=O)c1ccc(Br)cc1)NCC1CCCO1 (centres undefined),-0.9,-5.5,-0.5
OC[C@@H](O)[C@@H](O)CO,-1.0,-3.3,0.1
Cc1ccc(NC(=O)C2CCCC2)cc1S(=O)(=O)N1CCOCC1,0.5,3.0,0.4
Cc1cccc(N2CN(S(=O)(=O)c3cccc([N+](=O)[O-])c3)c3nc4ccccc4nc32)c1,0.9,-5.3,-0.1
O=C(CCNS(=O)(=O)c1ccccc1Cl)OCc1nnc(-c2ccccc2Cl)o1,1.6,-3.0,1.6
COc1ccccc1C(C)NC(=O)Cc1ccc(S(=O)(=O)N2CCOCC2)s1 (centres undefined),0.2,-4.3,0.4
CC(=O)N1CCN(C(=O)c2cccc(S(=O)(=O)NCc3ccccc3)c2)CC1,-0.1,-0.7,-0.3
COC(=O)c1ccc(C)c(NC(=O)Cn2c(C)csc2=O)c1,0.2,-2.3,0.1
C=CCN(C(=O)C1CSC2(C)CCC(=O)N12)c1nc(-c2ccccc2)cs1 (centres undefined),-1.5,-1.7,-1.7
CC1CCC(NC(=O)CN(C)CC(=O)Nc2ccc(F)cc2)CC1 (centres undefined),-0.5,-4.5,-0.4
COc1cc(OC)cc(C(=O)Nc2ccc(C(=O)Nc3ccccc3OC)cc2)c1,-0.1,-7.2,1.2
CC(=O)c1cn(-c2ccc([N+](=O)[O-])cc2)c(=O)n(C)c1=O,-0.6,-4.5,-0.3
Nc1nc(COC(=O)c2ccc3c(c2)OCCO3)nc(Nc2ccccc2)n1,-0.7,-8.1,0.3
Cc1ccc(C(=O)Nc2nc3ccc(Cl)cc3s2)o1,-1.8,-4.0,-0.3
COc1ccc(C)cc1N1CC(C(=O)Nc2ccccc2C(=O)NC2CC2)CC1=O (centres undefined),-0.1,-5.6,-0.1
Brc1cnc2ccccc2c1N1CCCCC1,-0.7,0.3,-1.2
Cc1ccc(S(=O)(=O)Nc2cccc(C(=O)NCC(c3ccco3)N3CCCCC3)c2)cc1F (centres undefined),-0.9,1.1,-1.6
Cc1c(C(=O)N2CCOCC2)oc2ccccc12,0.1,-5.3,-0.6
Cc1cccc(OCC(=O)N2CCC3(CC2)CC(=O)c2ccccc2O3)c1,-0.2,-2.4,-0.3

# Already shown: seven of the compounds above.
SMILES,OXTR ag,GalR3 antagonist,V1R ag counter
Nc1nc(COC(=O)c2ccc3c(c2)OCCO3)nc(Nc2ccccc2)n1,-0.7,-8.1,0.3
Cc1ccc(C(=O)Nc2nc3ccc(Cl)cc3s2)o1,-1.8,-4.0,-0.3
COc1ccc(C)cc1N1CC(C(=O)Nc2ccccc2C(=O)NC2CC2)CC1=O (centres undefined),-0.1,-5.6,-0.1
Brc1cnc2ccccc2c1N1CCCCC1,-0.7,0.3,-1.2
Cc1ccc(S(=O)(=O)Nc2cccc(C(=O)NCC(c3ccco3)N3CCCCC3)c2)cc1F (centres undefined),-0.9,1.1,-1.6
Cc1c(C(=O)N2CCOCC2)oc2ccccc12,0.1,-5.3,-0.6
Cc1cccc(OCC(=O)N2CCC3(CC2)CC(=O)c2ccccc2O3)c1,-0.2,-2.4,-0.3

# Other structures
SMILES,OXTR ag,GalR3 antagonist,V1R ag counter
CCN(CC)CCn1c2c(c(SCC(=O)Nc3ccccc3Cl)nc1=O)CCCC2,-0.6,-8.1,0.1
O=C(CN1C(=O)NC(CCc2ccccc2)C1=O)Nc1ccccc1C(F)(F)F (centres undefined),1.1,-2.1,2.5
CC(=O)Nc1ccc(C(=O)OCC(=O)Nc2c(C)n(C)n(-c3ccccc3)c2=O)cc1,1.4,-1.5,0.8
Cc1c(C(=O)NNC(=O)c2cccnc2)cccc1[N+](=O)[O-],2.5,-7.8,0.6
CCCNC(=O)C(Cc1cccc(Br)c1)NC(=O)c1ccc(C#N)cc1 (centres undefined),-0.1,-0.8,0.5
Cn1cccc1C(=O)N1CCN(S(=O)(=O)c2ccccc2)CC1,0.2,-2.3,-0.2
C/C(=N\OCC(=O)OCC(=O)N(C)c1ccccc1)c1ccc2c(c1)OCO2,-1.1,-2.7,0.5
O=C(CCC1CCCC1)Nc1cc(C(F)(F)F)ccc1N1CCOCC1,-2.2,-4.5,-1.3

# Source: PubChem BioAssay

# The list is partial, so the mix of outcomes need not match the whole.
